Hsp70 inhibitors – Hsp70 inhibitors, probe displacement, primary screen, biochemical, fluorescence polarization (AID 583); one-dose displacement, % at 20 µM; IC50 in µM for titrated hits; Heat shock 70 kDa protein 1A (Homo sapiens); actives 0.06% (n = 140,000); Hsp70 fluorescence polarization probe displacement, mP; higher % means a stronger effect; in the data active means displacement above about 50%;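 further: plate controls were vehicle for no effect and reference ligand for full effect; a part of the inactive calls stands beside numbers as strong as those of hits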
MKP-3 inhibition – MKP-3 phosphatase inhibitors, primary screen, biochemical, rat enzyme, in vitro (AID 425); Dual specificity protein phosphatase 6 (Rattus norvegicus); recombinant MKP-3 phosphatase activity, fluorescence; higher % means a stronger effect; one-dose inhibition, % at 20 µM; IC50 in µM for titrated hits; actives 0.17% (n = 110,000); in the data active means inhibition above about 50%;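 further: plate controls were vehicle for no effect and reference inhibitor for full effect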
* = called active by the depositor; nt = no result given; & = joins results of further samples.

SMILES	Hsp70 inhibitors	MKP-3 inhibition
O=C(CC1CCS(=O)(=O)C1)NC1CCCCC1 (stereo not drawn)	3.1%	-6%
O=C(CN(c1cccc(Br)c1)S(=O)(=O)c1ccccc1)N1CCCC1	-3.3%	2%
Cc1no[n+]([O-])c1COc1ccccc1/C=N/n1nnnc1N	-2.2%	1%
COC(=O)c1sc(NC(=O)CC(C)C)c(C(=O)OC)c1C	4.4%&-2.1%	1%
COc1cccc(N(CC(=O)Nc2cccc(C(C)=O)c2)S(C)(=O)=O)c1	-1.1%	-7%
CNC(=O)c1c(N)sc2c1CCCCC2	11%	-5%
O=C1CCCCC1C(Nc1ccc2ncccc2c1)c1ccc(F)cc1 (stereo not drawn)	0.3%	1%
COc1ccc2c(c1)cc(C(=O)NN)n2C	0.5%	4%
CCOc1ccc(C=C2C(=O)c3ccccc3C2=O)cc1Cl	2.3%	-1%
CCOC(=O)c1ccc(NC(=O)COc2ccccc2OC)cc1	0.2%	-8%
Cc1ccc(NC(=O)Cc2nnc(SCC(=O)c3ccc(Br)cc3)n2C)cc1Cl	-0.7%	nt
CC1(C)OC2(NC1=O)C1CC3CC(C1)CC2C3 (stereo not drawn)	2.9%	3%
COc1ccc2c(c1)CCc1c-2n[nH]c1C(=O)O	2.1%	0%
CCOC(=O)N1CCN(C(=O)C2CCCN(c3ncnc4c3sc3cccc(F)c34)C2)CC1 (stereo not drawn)	5.9%	-12%
Cc1nc(-c2ccccc2)sc1C(N)=O	-2.6%&5.1%	-10%&1%
Cn1cccc1Cc1nnc(SCC(=O)N2CCOCC2)n1-c1ccc(F)cc1	nt	-3%
COC(=O)CN(c1ccc(OC)c(OC)c1)S(C)(=O)=O	5.7%	-7%
CCOc1cc(C(c2c(C)[nH][nH]c2=O)c2c(C)[nH][nH]c2=O)ccc1OS(=O)(=O)c1ccc(C)cc1	4.1%	nt
COc1ccc2c(c1)/C(=N/OC(=O)c1cccs1)CCC2	-0.2%	0%
Cc1ccc(/C=C(\C#N)c2nc(-c3ccc(C)c(C)c3)cs2)o1	-10%	2%
O=C(Nc1ccccc1C(=O)NCc1ccco1)c1ccccc1	-8.9%	-18%&1%
COC(=O)C1=C(C)N(Cc2ccco2)C(=O)/C1=C\c1ccc(OC)c([N+](=O)[O-])c1	4.6%	3%
COC(=O)CCN1C(=O)/C(=C\c2cc(Br)c(O)c(OC)c2)SC1=S	-11%	4%
CCCOC(=O)c1cccc(NC(=O)/C=C/c2ccc(Cl)cc2)c1	-3.3%	-17%
CCOc1ccc2[nH]c(=O)c(CN(CC3COCCO3)C(=O)C3CC3)cc2c1 (stereo not drawn)	-1.3%	0%
O=C(Nc1ccc2nc(-c3ccc4nc[nH]c4c3)[nH]c2c1)c1cccs1	5.6%	nt
O=C(NCc1nc2ccccc2[nH]1)c1cccc(S(=O)(=O)N2CCCC2)c1	10%	nt
CC(C)=C1SC(N2CCN(c3ccc(C)cc3)CC2)=NC1=O	-2.4%	nt
COc1ccc(N2CCN(C(=O)C3CCN(S(=O)(=O)N4CCOCC4)CC3)CC2)cc1	3.9%	8%
O=C(NCc1ccccc1)C(c1ccc(F)cc1)N(Cc1ccc2c(c1)OCO2)C(=O)Cn1nnc(-c2cccs2)n1 (stereo not drawn)	-11%	nt
CC(C)NCC(=O)NC12CC3CC(CC(C3)C1)C2	1.6%	nt
CCOC(=O)C1CCN(S(=O)(=O)c2cccc(-c3csc(C)n3)c2)CC1	3.8%	-4%
COC(=O)c1[nH]c2cccc(OC)c2c1NC(=O)CN1CC(C)OC(C)C1 (stereo not drawn)	0.2%	nt
Cc1ccc(N=C2NC(=O)/C(=C/c3cccc(O)c3)S2)cc1Cl	10%	12%
CCCN(CCC)C(=O)c1c(C)[nH]c(C(=O)OCC)c1C	1.8%	-18%
C/C(=C(\C#N)C(=O)NC1CCCCC1)N(C)C	14%&-2.4%	-10%&3%
N#Cc1nc(COc2ccc(Br)cc2)oc1N1CCN(Cc2ccccc2)CC1	-0.6%	4%
COc1ccc(Br)cc1CN1CCN(C(=O)CC(C)C)CC1	4.8%	0%
CC(C)=CC1C(CNC(=O)C(Cl)(Cl)Cl)C1(C)C (stereo not drawn)	0.3%	3%
Cn1c(=O)c(=O)n(C)c2cc(S(=O)(=O)N3CCN(Cc4ccccc4)CC3)ccc21	-5.3%	-11%

Shown with the structure last: part of the list above
Hsp70 inhibitors,MKP-3 inhibition,Structure
4.6%,3%,COC(=O)C1=C(C)N(Cc2ccco2)C(=O)/C1=C\c1ccc(OC)c([N+](=O)[O-])c1
4.8%,0%,COc1ccc(Br)cc1CN1CCN(C(=O)CC(C)C)CC1
3.8%,-4%,CCOC(=O)C1CCN(S(=O)(=O)c2cccc(-c3csc(C)n3)c2)CC1

Sorted by the number under Hsp70 inhibitors (ascending): some entries from above
SMILES	Hsp70 inhibitors	MKP-3 inhibition
Cn1c(=O)c(=O)n(C)c2cc(S(=O)(=O)N3CCN(Cc4ccccc4)CC3)ccc21	-5.3%	-11%
CCOc1ccc2[nH]c(=O)c(CN(CC3COCCO3)C(=O)C3CC3)cc2c1 (stereo not drawn)	-1.3%	0%
N#Cc1nc(COc2ccc(Br)cc2)oc1N1CCN(Cc2ccccc2)CC1	-0.6%	4%

Additional results:
SMILES	Hsp70 inhibitors	MKP-3 inhibition
N#Cc1cc2c(=O)n3ccccc3nc2n(CC2CCCO2)c1=N (stereo not drawn)	1.5%	nt
O=C1C2CCCN2C(c2cccc(Br)c2)N1c1ccc(F)cc1 (stereo not drawn)	-4.5%	-5%
CC(=O)Nn1cnc2c(c1=O)C1(CCCC1)Cc1ccccc1-2	3.7%	-6%
Cc1c(O)c(CN2CCCC(C)C2)cc2c3c(c(=O)oc12)CCC3 (stereo not drawn)	1.0%	-1%
COc1ccc(/C=N/NC(=O)Nc2nonc2N)cc1	-0.3%	nt
COc1ccc(NC(=S)NC(NC(=O)c2ccc(Cl)cc2Cl)C(Cl)(Cl)Cl)c([N+](=O)[O-])c1 (stereo not drawn)	-1.6%	nt
O=S(=O)(Nc1nc2ccccc2nc1Nc1cccc(O)c1)c1ccc(Cl)cc1	0.5%	2%
CC1(C)Cc2c(sc(NC(=O)c3ccc(F)cc3)c2C#N)CO1	2.1%	1%
N/C(=N\OC(=O)c1cccc(Cl)c1)c1cccnc1	2.2%&-0.9%	4%
CCOC(=O)c1c(-n2ncnc2-c2ccc([N+](=O)[O-])cc2)sc2c1CCCC2	0.6%	1%
Cc1c(Br)c(C(F)(F)F)nn1CC(=O)Nc1cc(C(F)(F)F)ccc1Cl	-4.6%	3%
Cc1cc(C)c(NC(=O)CN2C(=O)c3ccccc3C2=O)c(C)c1	-2.0%	2%
Cc1ccc(-c2csc(SCC(=O)Nc3cc(C)on3)n2)cc1	0.4%	nt
COc1ccc(NC(=O)C2CCN(c3nnnn3-c3ccccc3)CC2)cc1	-6.8%	nt
Cc1ccc(-n2c(CCC(=O)O)ccc2-c2cccs2)cc1C	-5.4%	nt
O=C1CCCN1c1ccc(S(=O)(=O)N2CCC(c3ccccc3)CC2)cc1	4.1%	-2%
CS(=O)(=O)N(Cc1ccc(Cl)cc1)c1ccc(C(=O)NCc2ccco2)cc1	0.2%	4%
COc1ccccc1-c1c(C)nn2c(NCCN3CCCC3)cc(C)nc12	1.8%	-4%
CC(=O)Nc1cc(N2C(=O)CCC2=O)ccc1Cl	-2.1%	-4%
COc1ccc2nc(NC(=O)CSc3nc4ccccc4o3)sc2c1	-6.7%	-11%
Cc1ccc(CC(C)CC(=O)Nc2cc(C)ccc2C)cc1 (stereo not drawn)	3.6%	1%
CCOC(=O)c1ccc(Oc2nc(NC)nc(SC)n2)cc1	3.1%	-3%
CC(C)N1C(=O)CCC1C(=O)NCCc1ccc(Cl)cc1 (stereo not drawn)	0.5%	2%
CCOc1ccccc1NC(=O)C(C)N1C(=O)c2ccccc2C1=O (stereo not drawn)	-1.1%	0%
CCCCOc1ccc(S(=O)(=O)n2c(C)nc3ccccc32)cc1	4.4%	10%
CCOc1ccccc1N1C(=O)CC(Sc2ccccc2C(=O)O)C1=O (stereo not drawn)	-4.0%	2%
COc1ccc(C(=O)NCCOc2ccc(C)cc2)cc1OC	-1.7%	3%
O=C1c2sc3nc4ccccc4n3c2C(=O)N1c1ccccc1Cl	5.8%	-1%
Cc1ccc(OCC(=O)NCc2ccccn2)cc1	-0.5%	-10%
Cc1ccnc(NC(=O)c2cc(-c3ccc(Cl)s3)nc3ccccc23)c1	-2.0%	-3%
COC(=O)C1C(c2ccccc2)C(C(=O)N2CCOCC2)C1c1ccccc1 (stereo not drawn)	-6.2%	-3%
CCCOc1ccc(C2=NNC(c3cccs3)=Nc3ccc(OC)cc32)cc1	0.7%	nt
O=C1C2=C(NC(=S)NC2c2ccc(Cl)cc2)NC(c2ccc(Cl)cc2)N1c1ccc(Cl)cc1 (stereo not drawn)	-1.5%	nt
CCN(CC)S(=O)(=O)c1cc(C(=O)OC)ccc1Cl	nt	-11%
CCCn1c(=O)c(-c2ccccc2)c(O)c2ccccc21	1.9%	-7%
Fc1ccc(NC(=S)NCCC(c2ccccc2)c2ccccc2)cc1	-5.5%	10%
FC(F)(F)c1ccc(Sc2nnc(-c3cccs3)n2CC2CCCO2)nc1 (stereo not drawn)	5.1%	0%
COc1cccc(CN2CCN(C3CCN(Cc4ccccc4)CC3)CC2)c1OC	0.5%	1%
CC(=O)Nc1ccc2oc(-c3cccc(Cl)c3)nc2c1	-2.6%	1%
Cc1ccc(-c2noc(CCC(=O)Nc3cccc(C#N)c3)n2)cc1	0.4%	3%

Molecules listed so far that contain a furan ring, fused or not, in the order listed:
SMILES	Hsp70 inhibitors	MKP-3 inhibition
Cc1ccc(/C=C(\C#N)c2nc(-c3ccc(C)c(C)c3)cs2)o1	-10%	2%
O=C(Nc1ccccc1C(=O)NCc1ccco1)c1ccccc1	-8.9%	-18%&1%
COC(=O)C1=C(C)N(Cc2ccco2)C(=O)/C1=C\c1ccc(OC)c([N+](=O)[O-])c1	4.6%	3%
CS(=O)(=O)N(Cc1ccc(Cl)cc1)c1ccc(C(=O)NCc2ccco2)cc1	0.2%	4%

(continued)
SMILES	Hsp70 inhibitors	MKP-3 inhibition
Cc1cc2cc(CNC(=O)C3CCCC3)ccc2n1C	nt	-8%
O=C(COC(=O)[C@H](Cc1c[nH]c2ccccc12)NC(=O)c1ccc(Cl)cc1)Nc1ccc2c(c1)OCO2	8.7%	nt
Oc1ccc(C=Nc2ccc3ncccc3c2)c(O)c1	-4.0%	11%
Cc1ccsc1/C=C(/C#N)c1nc(-c2ccc(Br)cc2)cs1	-33%	1%
COc1ccc(NC2c3ncccc3C(=O)N2Cc2ccccc2)c(OC)c1 (stereo not drawn)	3.5%	3%
CC1=NN(C(=O)c2ccccc2Cl)C(O)(c2ccc(Cl)cc2)C1 (stereo not drawn)	1.8%	0%
Cc1cc(C)c2oc(=O)cc(CN3CCOCC3)c2c1	5.1%	-2%
COc1cc2[nH]c3c(N4CCN(c5ccc(Cl)cc5)CC4)ncnc3c2cc1OC	-2.8%	-2%
COC(=O)Cc1c(C)c2ccc(O)c(CN3CCCC(C)C3)c2oc1=O (stereo not drawn)	0.7%	nt
Cc1cccc(C)c1NC(=O)COC(=O)c1nonc1N	-0.5%	-9%
Cc1ccc2c(C)nc(NC3=NCN(C(C)C)CN3)nc2c1	1.1%	-5%
CCOCCCNCC(=O)Nc1ccc(OC(F)(F)F)cc1	6.2%	6%
O=C(c1ccccc1Cl)N1CCc2ccccc21	2.2%	0%
CCN(CC)CCc1c(C)[nH]c(C(=O)OCc2ccccc2)c1C	-8.6%&2.6%	-5%&6%
CCC(CC)C(=O)NC1CCCCCC1	2.2%	0%
Cn1c(CCN2CCCCC2)nc2cc(NC(=O)C3CCCCC3)ccc21	-2.0%	2%
CC(NC(=O)Nc1cccnc1)(C(F)(F)F)C(F)(F)F	1.5%	-8%
CCC1=NN(C(=O)c2cccnc2)C(O)(c2ccncc2)C1 (stereo not drawn)	-2.2%	2%
CC(=O)Nc1ccc(OC/C=C(\C)Cl)cc1	-2.8%&1.0%	-2%&1%
CCOC(=O)C1=C(c2ccccc2)S/C(=C2/C(=S)C(C)(C)N(C(C)=O)c3ccc(OC)cc32)S1	2.4%	4%
O=C(COc1ccc(Cl)cc1Br)N/N=C/c1cccc(OC(=O)c2ccco2)c1	4.1%	0%
Cc1cccc(C)c1OCC(=O)Nc1ncn[nH]1	-3.5%	3%
CCC1Oc2ccccc2N(CC(=O)NCCCN2CCOCC2)C1=O (stereo not drawn)	-0.2%	-4%
CCOC(=O)COc1ccccc1/C=N/NC(=O)COc1cccc(Br)c1	0.7%	0%
CCCC(=O)Nc1cccn(Cc2ccccc2Br)c1=O	4.9%	1%
CCN(CC)c1ccc(NC(=O)c2ccc(OC)c([N+](=O)[O-])c2)cc1	-0.5%	-2%
Clc1cccc(CSc2nnc(-c3cccnc3)n2Cc2ccco2)c1	3.2%	-6%
CC1CC(N(C(=O)c2cccs2)c2ccccc2)c2ccccc2N1 (stereo not drawn)	2.8%	5%
O=S(=O)(NC1c2ccccc2Oc2ccccc21)c1ccc(Cl)cc1	-2.5%	-2%
COc1cc(/C=C/c2cc(C(F)(F)F)[nH]c(=O)n2)cc(OC)c1OC	1.0%	5%
CC(=O)N1CCc2ccccc2C1CN1C(=O)c2ccccc2C1=O (stereo not drawn)	0.7%	0%
O=C(CSc1nc2ccccc2[nH]1)Nc1ccccc1F	8.8%&3.6%	-3%
Oc1c(Cl)cc(Cl)c2c1NCCC2	2.1%	-1%
CCSc1nc(C)c(CC)c(C)c1C(N)=O	1.8%	-5%
O=C(CSCC(=O)N1CCOCC1)Nc1ccccc1	-4.5%&-4.2%	-6%&-1%
COCCNC(=O)Cc1ccc(OC)c(OC)c1	-7.2%	4%
CC(=O)c1ccc(NC(=O)c2ccc(N(Cc3ccccc3)S(C)(=O)=O)cc2)cc1	-0.1%	3%

Full records, quoted from the list. Order of screens: Hsp70 inhibitors	MKP-3 inhibition
`O=C(CSCC(=O)N1CCOCC1)Nc1ccccc1` reads -4.5%&-4.2%	-6%&-1%
`Clc1cccc(CSc2nnc(-c3cccnc3)n2Cc2ccco2)c1` reads 3.2%	-6%

This is a subset. The share of hits here may be higher or lower than overall.
